Rpn11 block: inhibitors of human proteasome Rpn11 | O00487 | human 26S proteasome, Ub4-pepOG fluorescence polarization; 20S core pre-blocked with epoxomicin | calls only at 20 µM | 360,000 tested, 0.59% active | AID 588493;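 active = inhibition at 20 µM, scaled to each plate's controls, above about 33%, limit read from the data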
Target sequence (O00487 whole entry, looked up): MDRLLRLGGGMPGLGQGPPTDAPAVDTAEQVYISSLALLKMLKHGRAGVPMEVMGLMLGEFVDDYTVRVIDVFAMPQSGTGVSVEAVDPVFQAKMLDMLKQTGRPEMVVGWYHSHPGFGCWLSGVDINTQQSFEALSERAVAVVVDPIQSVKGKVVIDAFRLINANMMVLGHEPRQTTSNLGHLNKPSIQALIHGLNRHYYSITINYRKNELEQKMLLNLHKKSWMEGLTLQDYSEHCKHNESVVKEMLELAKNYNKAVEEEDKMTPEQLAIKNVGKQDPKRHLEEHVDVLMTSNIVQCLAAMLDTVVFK
Scp1 inh: blocks human Scp-1 phosphatase activity; Q9GZU7; Recombinant Scp1, phosphopeptide, malachite green phosphate absorbance; inhibition, % at 20 µM; 340,000 tested, 0.88% active; AID 493091;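 active = inhibition above about 50% at 20 µM, limit read from the data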;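 note: plate controls were DMSO wells with enzyme for no effect and wells lacking enzyme for full effect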
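Test system: SCP-1 catalytic domain; Buffer or medium: Acidic Tris acetate buffer with magnesium and detergent; Also added: Phosphorylated 17-residue peptide substrate; Compound: single 20 µM dose, 1% DMSO; Schedule: enzyme reaction 45 min at room temperature, colour 5 min, stabilisation 30 min; Signal: Phosphate-binding colour reagent, absorbance read at 630 nm.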
LMPTP inh: LMPTP (human) inhibition; recombinant LMPTP-A, OMFP fluorogenic substrate, fluorescence intensity; inhibition, % at 20 µM; 360,000 tested, 0.22% active; AID 651560;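 active = compounds that cut the enzyme signal by at least half of the control window in the single-dose screen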;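 note: plate controls were DMSO wells with enzyme plus substrate for no effect and substrate without enzyme for full effect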
Target sequence (P24666 whole entry, looked up): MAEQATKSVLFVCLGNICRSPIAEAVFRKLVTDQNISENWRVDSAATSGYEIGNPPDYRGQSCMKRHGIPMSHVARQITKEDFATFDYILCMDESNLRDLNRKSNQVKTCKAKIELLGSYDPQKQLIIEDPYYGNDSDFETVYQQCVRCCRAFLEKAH
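Test system: LMPTP-A, protein tyrosine phosphatase of low molecular weight; Input: 0.625 nM enzyme; Incubation: 50 min dark incubation at room temperature; Signal: endpoint fluorescence intensity from OMFP dephosphorylation; Read-out basis: % inhibition versus control wells.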
DNMT1 inh: blocks human DNA methyltransferase DNMT1 | DNMT1 molecular beacon, Hinp1I cleavage, fluorescence | P26358 | 360,000 tested, 0.83% active | inhibition (reported as % activation of signal), % at 10 µM; in the data active = inhibition above about 50%
CSN inh: CSN deneddylation inhibition | Q92905 | Purified CSN, SCF-Nedd8-OG deneddylation, fluorescence polarization | inhibition, % at 12.5 µM | 360,000 tested, 0.38% active | AID 651999;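 active = pattern-corrected inhibition above about 35%, with an unprinted fluorescence ratio check between 0.5 and 1.5, limit read from the data, passing the limit was not always enough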;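 note: 0% = enzyme with substrate and 100% = substrate without enzyme; some results filed as inactive read as strong as hits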
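test system = HEK293T-derived human Csn5 enzyme | amount = 0.24 nM Csn5 enzyme, final concentration | medium = Tris/NaCl/DTT buffer, pH 7.5 | schedule = 90 min reaction at room temperature | signal = FP | evaluation = inhibition of Csn5 cleavage, % | compound dosing = single dose of 12.5 µM compound with 0.25% DMSO | probe or stimulus = 10 nM SCFSkp2-Nedd8OG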
SUMO1-SIM PPI: alters human SUMO1 binding to SIM partners; SUMO1 binding to a labelled peptide, TR-FRET, 1 h; P63165; 360,000 tested, 0.33% active; AID 602429; inhibition, % at 20 µM; in the data active = inhibition above about 37%
MsrA inh: inhibits bovine methionine sulfoxide reductase A; inhibition, % at 15.5 µM; purified bovine MsrA, absorbance read-out; 360,000 tested, 0.75% active; in the data active = inhibition above about 4.5%;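 note: 0% = vehicle wells with enzyme and 100% = reference inhibitor wells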
NadD block: blocks S. aureus nicotinate mononucleotide adenylyltransferase; purified NadD enzyme, colorimetric absorbance read-out; inhibition, % at 20 µM; 360,000 tested, 0.78% active; in the data active = inhibition above about 26%; note: some compounds past the cut are filed as inactive
Tb MetRS inh: blocks T. brucei methionyl-tRNA synthetase activity. AID 624268. purified T. brucei MetRS, ATP depletion, Kinase-Glo luminescence. 360,000 tested, 0.4% active. inhibition, % at 11.9 µM;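 active = inhibition above a per-plate cutoff of the control wells' mean inhibition plus 3 SD, cut at about 5.5% in these data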;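 note: 0% = DMSO wells median and 100% = median of wells with control inhibitor compound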
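Measured by: Kinase-Glo luciferase luminescence reporting remaining unconsumed ATP. Material: purified T. brucei MetRS enzyme. Doses: 11.9 µM compound single dose, 0.9% DMSO. Medium: HEPES buffer containing pyrophosphatase, BSA, spermine, DTT. Times: 15 min preincubation, 2 h reaction, all 25 °C. Reagent: methionine, ATP and bulk E. coli tRNA.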
STEP block: inhibitors of human striatal-enriched phosphatase STEP; 360,000 tested, 0.25% active; inhibition, % at 20 µM; AID 588621; P54829; recombinant STEP, OMFP fluorogenic substrate, fluorescence;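 active = inhibition at 20 µM, scaled per plate between control wells, above about 37%, limit read from the data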;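 note: 0% = DMSO with enzyme and substrate and 100% = substrate only without enzyme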
Target sequence (P54829 whole entry, looked up): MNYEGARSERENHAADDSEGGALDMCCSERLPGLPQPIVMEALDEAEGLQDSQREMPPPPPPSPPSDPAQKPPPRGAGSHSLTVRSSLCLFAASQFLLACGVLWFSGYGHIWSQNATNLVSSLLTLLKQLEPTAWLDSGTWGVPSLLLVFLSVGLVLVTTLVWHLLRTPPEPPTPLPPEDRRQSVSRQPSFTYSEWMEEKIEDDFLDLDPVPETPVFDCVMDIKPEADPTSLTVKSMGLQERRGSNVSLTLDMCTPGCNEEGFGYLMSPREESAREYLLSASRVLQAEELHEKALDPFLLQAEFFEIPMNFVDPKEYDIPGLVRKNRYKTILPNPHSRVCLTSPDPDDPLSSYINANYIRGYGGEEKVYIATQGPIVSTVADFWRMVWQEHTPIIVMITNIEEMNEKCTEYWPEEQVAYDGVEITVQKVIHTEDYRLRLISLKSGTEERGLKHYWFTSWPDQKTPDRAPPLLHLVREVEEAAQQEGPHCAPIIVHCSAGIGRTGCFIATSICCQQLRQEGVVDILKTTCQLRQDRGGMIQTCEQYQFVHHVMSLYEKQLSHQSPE
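System: STEP (striatal-enriched tyrosine phosphatase) enzyme, cell-free; medium: Bis-Tris pH 6.0 buffer with DTT, detergent; dosing: 20 µM, 1% DMSO; times: reaction 20 min, ambient temperature; detection: fluorescence, 480/540 nm; read-out basis: normalized % inhibition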
* = called active by the depositor; i = inactive; x = no result given.

SMILES	Rpn11 block	Scp1 inh	LMPTP inh	DNMT1 inh	CSN inh	SUMO1-SIM PPI	MsrA inh	NadD block	Tb MetRS inh	STEP block
COc1ccc(C(=O)NCCc2nnc(SCC(=O)Nc3ccccc3)n2C)cc1	i	1	0.8	5	2	-3	-0.4	4	-2.2	-4
Cc1nn(Cc2ccc(C(=O)N3CCN(C(=O)c4ccco4)CC3)o2)c(C)c1[N+](=O)[O-]	i	-2	0.1	-1	-3	4	2.4	2	0.2	-2
CC(CC(=O)O)CC1=NS(=O)(=O)c2ccccc2N1 (centres undefined)	i	-2	-0.7	-3	1	1	-0.3	-1	-0.2	2
O=C(ON=C1CCN(S(=O)(=O)c2ccccc2)CC1)c1ccccc1	i	-10	0.0	0	0	0	1.3	5	-1.1	-3
COc1cccc(OCCNCc2ccccc2)c1	i	-7	-1.7	4	-1	0	-1.0	-6	-2.0	1
CCCCn1c(N)c(N(CCOC)C(=O)CSc2nc3ccc(C)cc3[nH]2)c(=O)[nH]c1=O	i	-3	-0.6	2	2	-1	-1.1	6	-0.5	0
O=C(NNS(=O)(=O)c1ccccc1)c1ccc([N+](=O)[O-])cc1	i	-7	-1.6	7	-2	-26	0.2	-5	-1.3	0
CC(C)(C)C(=O)Nc1ccc(C(=O)CSc2nnc(C3CC3)n2C2CC2)cc1	i	-6	-0.1	2	-2	-1	-0.1	0	-0.1	-3
Cc1cc(C)c(NC(=O)C2CC3CCC2C3)c(C)c1 (centres undefined)	i	-6	-2.0	-2	3	0	x	-6	-1.8	0
O=C(/C=C/c1ccc(F)cc1)OCC(=O)c1ccc[nH]1	i	-3	-0.6	1	-3	-6	-0.2	7	0.2	-2
O=C(NNC(=O)c1ccc(Cl)nc1)c1ccncc1	i	-3	-0.6	3	-2	0	0.6	0	-0.4	1
C=CCOc1ccc(C[C@H](N)C(=O)NC[C@H]2O[C@@H](n3cc(C)c(=O)[nH]c3=O)C[C@@H]2O)cc1	i	x	-1.2	-1	6	3	2.4	0	-1.1	-1
CC1CCN(S(=O)(=O)c2ccc([N+](=O)[O-])cc2)CC1	i	-11	-1.3	0	-6	-34	0.6	-7	-0.2	2
CCNc1nc(ON=C(C)C)nc(N(C)C)n1	i	-10	-0.1	4	2	1	0.4	3	0.7	-1
COc1ccc(-c2nc3ccccc3c(=O)n2O)cc1	i	-10	-0.8	0	-1	5	-0.1	2	-0.5	-4
CCOc1ccc(S(=O)(=O)N2CCC(C(=O)NCC3CCCO3)CC2)cc1 (centres undefined)	i	1	-0.5	1	-2	-2	0.2	5	0.0	-1
COc1ccc2c(c1)C=C([C@@H]1C[C@H]3CN(c4ccccc4)C(=O)[C@]34CCCN14)CO2	i	1	0.3	-2	2	-7	1.0	0	-0.2	-1
C=CCNC(=O)/C(C#N)=C/c1cc(Br)ccc1OC	i	-7	6.1	-3	-2	-3	0.8	-5	-0.1	0
Cc1cc(C)n(-c2nc3ccccc3c(=O)n2OCC#N)n1	i	-7	0.0	-2	10	-4	0.9	-4	-0.2	-3
CCN(CC)c1ccc(/C=N/N2CCN(c3ccccc3OC)CC2)cc1	i	-7	2.0	0	6	-9	1.3	2	-0.4	7
O=C(CCC(=O)NC1CCCCC1)N/N=C/c1ccncc1	i	-6	-0.5	3	2	-2	-0.5	-8	0.3	-5
COc1ccc(N(CC(=O)NC2CCS(=O)(=O)C2)S(=O)(=O)c2cc(C)ccc2C)cc1 (centres undefined)	i	3	0.4	-6	-1	1	0.9	-6	-0.4	-2
CC1(C(=O)NS(=O)(=O)c2cccc(Cl)c2)CCN1C(=O)Cc1cccs1 (centres undefined)	i	x	-1.7	0	0	1	0.9	-3	-0.2	-3
CCOC(=O)C(CC)Sc1nc2c(c(=O)[nH]c(=O)n2C)n1CCc1ccccc1 (centres undefined)	i	2	-1.1	2	-1	-1	-0.2	-3	-1.4	2
O=C(C[C@@H]1CC[C@H](NC(=O)c2ccc3c(c2)OCO3)[C@@H](CO)O1)NCc1ccc(F)cc1	x	x	-1.0	x	3	-6	0.1	x	-0.3	x
NC(=O)C1CCN(C(=O)CNC(=O)c2ccc(F)cc2)CC1	i	3	-3.7	2	5	4	-0.9	-3	-0.4	0
COc1cc(C2=NOC(C(=O)NCc3cccnc3)C2)cc(OC)c1OC (centres undefined)	i	-9	0.0	1	-2	-6	0.1	-2	2.4	-1
COc1ccccc1NC(=O)CCC(=O)N(Cc1ccc(OC)c(OC)c1)c1nccs1	i	-13	-1.7	-2	-5	3	-1.4	-6	0.3	0
Cc1cccc(C)c1NC(=O)CSc1ccc([N+](=O)[O-])cn1	i	-3	-2.2	-1	-18	-15	0.3	-2	-0.2	-1
O=[n+]1cc(-c2cc3ccccc3o2)n([O-])c2c1CCCC2	i	-8	-1.2	4	-6	-26	3.5	-4	0.2	-2
O=C(CCSc1nnnn1-c1ccccc1)N1CCOCC1	i	-5	-0.3	3	5	-1	0.5	-3	-0.2	-2
CCOC(=O)C1CCCN(C(=O)c2ccc(OC)cc2)CC1 (centres undefined)	i	x	-1.4	5	-1	1	-0.8	0	-0.1	-3
O=C(O)COc1ccc(NC(=O)c2cccs2)cc1	i	-14	-0.7	2	-7	-1	1.0	-5	-1.2	-3
Cc1ccc(NC(=O)/C(=C\c2ccco2)NC(=O)c2ccco2)cc1	i	4	-1.7	2	10	-2	0.5	-1	-1.1	0
NC12CC3CC(C1)CC(CC(=O)O)(C3)C2	i	-3	-0.9	3	1	2	0.3	8	0.2	0
O=C(CC1Oc2ccccc2NC1=O)NCCCN1CCN(C2CCCCC2)CC1 (centres undefined)	i	-18	8.5	1	-2	-5	-1.2	-3	-1.0	-2
O=C(NNC(=O)c1ccccc1O)c1ccc(-c2ccc([N+](=O)[O-])cc2)o1	i	-6	6.5	-9	3	-14	3.6	8	-0.4	2
O=S(=O)(c1ccc(Cl)s1)N1CCN(CCc2ccccc2)CC1	i	-2	1.2	-1	1	6	-0.4	-2	-0.8	1
Cc1ccc(C2CC2C(=O)NNC(=S)Nc2ccc(Cl)cc2)cc1 (centres undefined)	i	-5	-0.1	0	-3	1	-0.9	8	39*	0
CCCCNC(=S)N1CCC(Cc2ccccc2)CC1	i	2	0.8	-2	-1	2	-1.2	1	0.0	2

Reformatted in CSV form: entries from further up
Structure,Rpn11 block,Scp1 inh,LMPTP inh,DNMT1 inh,CSN inh,SUMO1-SIM PPI,MsrA inh,NadD block,Tb MetRS inh,STEP block
CCOC(=O)C1CCCN(C(=O)c2ccc(OC)cc2)CC1 (centres undefined),i,x,-1.4,5,-1,1,-0.8,0,-0.1,-3
CC(C)(C)C(=O)Nc1ccc(C(=O)CSc2nnc(C3CC3)n2C2CC2)cc1,i,-6,-0.1,2,-2,-1,-0.1,0,-0.1,-3
Cc1cc(C)n(-c2nc3ccccc3c(=O)n2OCC#N)n1,i,-7,0.0,-2,10,-4,0.9,-4,-0.2,-3
Cc1cc(C)c(NC(=O)C2CC3CCC2C3)c(C)c1 (centres undefined),i,-6,-2.0,-2,3,0,x,-6,-1.8,0

(listing goes on)
SMILES	Rpn11 block	Scp1 inh	LMPTP inh	DNMT1 inh	CSN inh	SUMO1-SIM PPI	MsrA inh	NadD block	Tb MetRS inh	STEP block
CC(Nc1nc(-c2ccc(Cl)cc2)cs1)c1nc2cc(Cl)c(N3CCCCC3)cc2n1CCOCCO (centres undefined)	i	5	6.2	-31	-3	1	-0.5	4	-0.1	6
CCCn1c(SCC(=O)c2ccc3c(c2)OCCO3)nnc1C(C)C	i	3	-1.5	2	-3	1	0.7	3	-0.7	3
CC(=O)N1CCc2cc(S(=O)(=O)CCC(=O)Nc3cccc(F)c3)ccc21	i	-5	0.2	-1	-1	-1	-0.7	-2	0.1	3
CN(C(=O)CCc1nc(-c2ccccc2F)no1)c1ccccc1	i	8	0.5	0	4	-1	1.5	-13	-1.7	1
CCOC(=O)CC(NC(=O)c1ccco1)c1ccccc1Cl (centres undefined)	i	-8	-3.4	1	2	1	0.3	-3	-1.1	-1
COc1cccc(N2C(=O)C3CCCN3C2=S)c1 (centres undefined)	i	4	-2.0	-1	-7	-2	1.4	-2	-0.7	0
COc1cccc(/C=N/n2c(=S)n(C)c3cc(C)c(C)cc32)c1OC	i	-5	1.8	-6	-3	1	-0.5	20	-0.4	-3
NC(=O)/C(=C/c1ccco1)C(N)=S	i	-10	2.1	5	9	25	3.3	6	-0.1	7
Cc1ccc(OCC(=O)c2cc(C)n(-c3ccccc3)c2C)c([N+](=O)[O-])n1	i	-4	1.4	2	-6	-11	2.5	-5	-1.2	1
N#CC(C(N)=O)=C1CCC2(CC1)OCCCCO2	i	-3	-0.6	-1	-1	0	0.5	4	-1.6	-4
O=C(O)CCCN=C1CCCc2ccccc2N1	i	3	-0.2	10	-2	4	-0.7	0	-1.7	-5
Cc1cc(OC(C)C(=O)NCc2cccnc2)c2c(C)cc(=O)oc2c1 (centres undefined)	i	-4	0.3	3	2	2	-0.1	5	-1.2	-2
CCC(=O)Nc1ccc(NC(=O)Cc2ccccc2)cn1	i	9	-1.7	-7	-2	-1	1.0	1	-0.5	-2
O=C(NCCc1ccco1)C(=O)NCC1OCCCN1S(=O)(=O)c1ccc(F)cc1 (centres undefined)	i	7	0.9	2	2	-3	0.8	-4	-0.7	-3
Cc1nc(Cc2nnc(SCC(=O)N3CC(=O)Nc4ccccc43)o2)cs1	i	22	-0.2	6	4	3	-1.0	0	-0.2	1
COc1ccc(-c2nc(NC(=O)C3CC(=O)N(Cc4ccco4)C3)sc2C)cc1 (centres undefined)	i	2	0.4	-5	2	6	1.4	-5	-0.1	-3
CCCCCOc1ccc(C(=O)NC(CCC)C(=O)O)cc1 (centres undefined)	i	-3	0.0	3	2	-2	0.1	-4	-0.4	3
Cc1cc(Nc2cccc(F)c2)nc(-c2ccccc2O)n1	i	10	3.1	-12	-6	38	0.5	3	0.5	-1
CCOC(=O)Nc1ccc2c(c1)Cc1cc([N+](=O)[O-])ccc1-2	i	-3	-1.3	-3	3	-10	-0.9	-2	0.2	4
Cc1ccc(C(=O)N2CCN(c3ccc(NC(=S)NC(=O)c4cccs4)cc3)CC2)cc1	i	19	3.1	-1	4	-2	-1.1	12	-1.8	1
O=C(NCc1ccco1)C(c1ccccc1)N(C(=O)Cc1cccs1)c1cccnc1 (centres undefined)	i	-7	0.4	-1	-8	2	0.5	0	0.7	0

Bioassay records: PubChem, several laboratories
